# Diaphorase act – activates diaphorase or chemically reduces, flagging diaphorase assay artifacts. Diaphorase/resazurin coupled assay, resorufin fluorescence, 16 min; stronger effect = higher value; 1 = vehicle wells, 0 = NADH-free wells. activation factor at 20 µM. 0.005% of 190,000 active;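 active means diaphorase activity raised at least twofold by the compound at 20 µM; inactive means activation factor below 2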
#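 Assay system: bacterial diaphorase enzyme (C. kluyveri) / Input: enzyme 0.07 U/mL final / Medium: 50 mM HEPES pH 7.4 with 4.542 mM MgCl2, 0.005% Tween 20 / Doses: single compound dose of 20 µM, 1% DMSO final / Incubation: 16 min enzyme reaction, ambient temperature / Signal: fluorescence, excitation 544 nm and emission 590 nm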
# DTT redox prof – compounds producing H2O2 with reducing agent – biochemical, NIH compound library profiling, artefact control for MLSCN library redox annotation, primary screen; DTT-dependent redox cycling H2O2, phenol red/HRP absorbance; 100% = 100 µM peroxide control, 0% = buffer; activation, % at 10 µM; 0.03% of 200,000 active; AID 878;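 active means activation of at least 50% relative to the plate's high and low controls in the primary single-dose screen; inactive means activation below 50%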;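 further: compound incubated with DTT at 0.8 mM final as the reducing agent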
# Hsp70 act – Hsp70 transcriptional activation, primary screen; HeLa Hsp70 promoter luciferase reporter, luminescence; scaled: vehicle 0, proteasome-inhibitor control 100%; activation, % at 10 µM; 0.04% of 200,000 active; AID 1203;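 active means activation above the mean across all tested compounds plus 3 SD, cutoff set per campaign, cut at about 5.5% in these data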;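 further: 100% = MG132 at 30 µM as the positive control and 0% = DMSO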
# Diaph inh CS – inhibits diaphorase or chemically oxidizes, flagging diaphorase assay artifacts. diaphorase resazurin-to-resorufin fluorescence, NADH, 16 min; bacterial (C. kluyveri) enzyme, not human. inhibition, % at 20 µM. 0.69% of 190,000 active. AID 1217;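 active means primary screen inhibition at 20 µM above a set limit, cut at about 50% in these data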;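 further: plate controls were DMSO with full reaction for no effect and wells lacking NADH for full effect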
#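 Assay system: diaphorase enzyme from Clostridium kluyveri; Input: enzyme working solution with 0.14 U/mL diaphorase; Timing: 16 min at room temperature; Technique: resorufin fluorescence, excitation 544 nm, emission 590 nm; Benchmarks: positive control minus NADH, DMSO neutral control.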
# TLR4-MyD88 BLA – blocks binding of human TLR4 to MyD88; O00206+Q99836; HeLa CL3-4 TLR4/MyD88 BLA complementation, FRET ratio; inhibition, % at 8.4 µM; 0.18% of 200,000 active; in the data active means inhibition above about 25%;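 further: 0% = vehicle and 100% = reference inhibitor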
# PMI activator – phosphomannose isomerase (human) activation | P34949 | purified human PMI, coupled resazurin fluorescence, 20 min; stronger effect = higher value; 1 = vehicle control, 0 substrate-free wells | activation factor at 20 µM | 0.005% of 190,000 active | AID 1214;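 active means activation factor of 2 or more at 20 µM, relative to plate controls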
# L major viab – Leishmania major promastigote growth inhibition | Leishmania major promastigotes, resazurin fluorescence viability | 9% of 200,000 active | inhibition, % at 10 µM;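 further: promastigotes grown with compound for 44 hours at 28 °C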
# S1P3 antagonist – S1P3 (human) receptor antagonism | inhibition, % at 4.98 µM | 0.27% of 170,000 active | Q99500 | CHO S1P3 NFAT-BLA reporter, FRET fluorescence, antagonist mode;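 active means inhibition above the plate cutoff, the mean inhibition of test wells on that plate plus 3 SD, cut at about 28% in these data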;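 further: cells challenged with S1P at its EC80 of 0.8 µM; blue over green emission ratio from cleaved BLA substrate after 4 h stimulation; 0% = S1P-stimulated wells and 100% = unstimulated DMSO-only wells; some compounds past the cut are filed as inactive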
# Target sequence (Q99500 whole entry, looked up): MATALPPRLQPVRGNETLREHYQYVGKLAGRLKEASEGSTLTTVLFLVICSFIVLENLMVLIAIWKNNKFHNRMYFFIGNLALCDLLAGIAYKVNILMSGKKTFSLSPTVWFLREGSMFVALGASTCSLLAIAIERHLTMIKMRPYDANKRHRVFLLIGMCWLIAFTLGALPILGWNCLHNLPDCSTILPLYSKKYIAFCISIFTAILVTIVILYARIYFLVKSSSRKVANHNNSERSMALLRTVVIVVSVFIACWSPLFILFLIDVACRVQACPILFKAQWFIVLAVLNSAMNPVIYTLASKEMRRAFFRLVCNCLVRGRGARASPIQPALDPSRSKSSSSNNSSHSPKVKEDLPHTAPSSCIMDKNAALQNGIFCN
# G6PDH CS – L. mesenteroides G6PDH inhibition counter-screen; Purified L. mesenteroides G6PDH, diaphorase/resazurin coupled fluorescence, 45 min; inhibition, % at 5 µM; 0.12% of 200,000 active
# RAM inhibit – blocks the yeast RAM network; S. cerevisiae dse1pr::URA3 reporter, 5-FOA growth OD615, 2 d; analog-sensitive cbk1-as2 kinase mutant strain; inhibition, % at 50 µM; 1.8% of 190,000 active; AID 868;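 active means inhibition above a set limit, 3 SD over mean compound inhibition, cut at about 8.4% in these data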;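 further: 0% = DMSO-only wells with no growth and 100% = 10 µM 1-NA-PP1 full growth; inhibition rescues growth on 5-FOA so higher OD means more RAM inhibition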
# PMI act satM6P – activators of human phosphomannose isomerase at near-saturating mannose 6-phosphate. P34949. coupled PMI enzyme assay, resazurin fluorescence, 20 min; stronger effect = higher value; 1 = untreated enzyme, 0 = substrate-free blank. activation factor at 20 µM. 0.34% of 190,000 active;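 active means activation factor of 2 or more at 20 µM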
#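 Test system: human phosphomannose isomerase with PGI, G6PDH, diaphorase coupling enzymes; Amount: PMI at 15 ng/mL final; Reagent: Mannose-6-phosphate 1.0 mM (near-saturating) plus 0.22 mM NADP+; Timing: 20 min, room temperature; Technique: resorufin fluorescence at Ex 544/Em 590 nm; Dosing: 20 µM single dose.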
# * marks the source's active call; other numbers are inactive results; . = no result given. Unless noted, no stated cut-off is given here; in the data, active means inhibition above about 50%; inactive means the rest.
SMILES,Diaphorase act,DTT redox prof,Hsp70 act,Diaph inh CS,TLR4-MyD88 BLA,PMI activator,L major viab,S1P3 antagonist,G6PDH CS,RAM inhibit,PMI act satM6P
Cc1ccc(NC(=S)NCCN2CCOCC2)cc1C,1,1.8,-0.1,4,-9,1,-1,.,5,0.0,1
CC(C)Oc1cccc(C(=O)C2CCCN(C(=O)CCn3cnnn3)C2)c1 (stereo unspecified),0.9,0.2,0.0,7,4,0.9,-6,9,12,-0.6,0.9
COc1ccc([N+](=O)[O-])cc1NC(=O)Nc1ccccc1,0.8,-0.5,-0.3,17,-23,0.9,6,-18,9,4.5,0.9
O=C(CN1CCN(c2ccccn2)CC1)N1CC(O)CO1 (stereo unspecified),1.2,-0.8,-0.4,-16,-6,1,-3,10,16,1.5,1
NC(=O)c1ccccc1N=Cc1ccccn1,0.9,0.1,0.7,7,-2,1.1,3,-12,5,0.1,1
Cc1nnc(NC(=O)c2c(F)c(F)c(F)c(F)c2F)s1,0.9,0.9,0.0,9,4,1,-6,7,-9,0.9,1
C=CCn1c(-c2cccnc2Cl)nc2cc(Cl)c(Cl)cc21,0.8,1.6,-0.6,15,-11,0.9,9,.,5,1.5,0.9
NC(N)=N/N=C/c1cccc([N+](=O)[O-])c1O,0.9,-1.4,0.2,7,3,1,-4,2,6,-0.9,0.7
Cc1ccc(CCNC(=O)C2CCN(S(=O)(=O)c3c(C)nn(C)c3C)CC2)cc1,1.1,-0.5,-0.4,-10,-15,1,-3,-5,-10,3.1,1.1
Cn1cccc1C(=O)NC(=O)CSc1nnc(C2CC2)n1-c1ccccc1,0.9,1.2,0.2,9,-9,1,-3,-28,4,1.6,1.1
N#Cc1c(-c2ccc(F)cc2)cc(C2CC2)nc1SCC(=O)c1cccs1,0.9,2.6,-0.1,13,3,0.9,-4,1,-41,1.2,0.9
O=C(OCC(=O)N1CCc2ccccc21)C1=COCCO1,1.2,-3.6,-0.1,-16,-10,1.5,-1,-3,10,1.2,1.7
CCn1c(SCC(=O)NCCc2ccc(Cl)cc2)nnc1-c1cccs1,0.9,0.2,-0.4,5,-14,1,34,16,0,0.6,1.1
CCOc1ccccc1NC(=O)C(=O)NCC1CCCN1CC (stereo unspecified),0.9,0.7,-0.5,7,-17,1,2,.,2,-0.4,1
CCOC(=O)c1sc2nc(CC(=O)OC)nc(NCCN3CCOCC3)c2c1C,0.9,2.1,-0.4,11,9,0.9,4,.,-29,0.4,1
O=C(NNS(=O)(=O)c1ccc(F)cc1)c1ccc(S(=O)(=O)N2CCCCC2)cc1,0.9,-0.2,-0.2,13,8,0.9,-6,-13,8,2.2,1
O=C(CN1C(=O)C2CCCCC2C1=O)Nc1nccs1 (stereo unspecified),1.1,-0.6,-0.1,-6,-1,1,4,-2,7,1.9,1.1
Cc1ccc(C(=O)NCC(=O)OCC(=O)c2cc(C)n(Cc3ccco3)c2C)cc1,0.8,0.0,-0.5,18,0,0.8,-6,1,-2,4.9,1
COc1ccc(NC(=O)C2CCCN2S(=O)(=O)c2ccc(C)cc2)cc1 (stereo unspecified),0.9,0.1,0.1,7,3,1,-2,.,-3,0.4,1.1
Cc1ccc(N(C(C)C(=O)N2CCOCC2)S(C)(=O)=O)cc1C (stereo unspecified),1,-0.1,0.0,3,-9,0.9,-4,1,13,-0.5,1
COc1ccc2c(c1)CCCC21SC(NC(C)=O)=NN1C(C)=O (stereo unspecified),0.9,0.0,-0.4,5,-7,1,4,-5,-1,1.1,1
Cc1noc(C)c1COC(=O)COc1ccc2c(C)cc(=O)oc2c1,1,1.5,0.0,0,1,1.1,-1,-18,-3,0.1,1.1

# One compound at a time (already shown):
# Cc1nnc(NC(=O)c2c(F)c(F)c(F)c(F)c2F)s1 is entered as Diaphorase act: 0.9; DTT redox prof: 0.9; Hsp70 act: 0.0; Diaph inh CS: 9; TLR4-MyD88 BLA: 4; PMI activator: 1; L major viab: -6; S1P3 antagonist: 7; G6PDH CS: -9; RAM inhibit: 0.9; PMI act satM6P: 1
# Cc1ccc(C(=O)NCC(=O)OCC(=O)c2cc(C)n(Cc3ccco3)c2C)cc1 is entered as Diaphorase act: 0.8; DTT redox prof: 0.0; Hsp70 act: -0.5; Diaph inh CS: 18; TLR4-MyD88 BLA: 0; PMI activator: 0.8; L major viab: -6; S1P3 antagonist: 1; G6PDH CS: -2; RAM inhibit: 4.9; PMI act satM6P: 1
# COc1ccc(NC(=O)C2CCCN2S(=O)(=O)c2ccc(C)cc2)cc1 (stereo unspecified) is entered as Diaphorase act: 0.9; DTT redox prof: 0.1; Hsp70 act: 0.1; Diaph inh CS: 7; TLR4-MyD88 BLA: 3; PMI activator: 1; L major viab: -2; S1P3 antagonist: .; G6PDH CS: -3; RAM inhibit: 0.4; PMI act satM6P: 1.1

# Exported with values under each structure: part of the list above
# Below each compound – Diaphorase act, DTT redox prof, Hsp70 act, Diaph inh CS, TLR4-MyD88 BLA, PMI activator, L major viab, S1P3 antagonist, G6PDH CS, RAM inhibit, PMI act satM6P
- Cn1cccc1C(=O)NC(=O)CSc1nnc(C2CC2)n1-c1ccccc1
    0.9, 1.2, 0.2, 9, -9, 1, -3, -28, 4, 1.6, 1.1
- COc1ccc([N+](=O)[O-])cc1NC(=O)Nc1ccccc1
    0.8, -0.5, -0.3, 17, -23, 0.9, 6, -18, 9, 4.5, 0.9
- CCOC(=O)c1sc2nc(CC(=O)OC)nc(NCCN3CCOCC3)c2c1C
    0.9, 2.1, -0.4, 11, 9, 0.9, 4, ., -29, 0.4, 1
- N#Cc1c(-c2ccc(F)cc2)cc(C2CC2)nc1SCC(=O)c1cccs1
    0.9, 2.6, -0.1, 13, 3, 0.9, -4, 1, -41, 1.2, 0.9

# High-throughput results as filed in PubChem BioAssay.

# Outcome played no part in choosing rows; about 12% have a hit in one of these screens.
